Assay outcomes deposited in PubChem by National Center for Advancing Translational Sciences (NCATS).
FUS suppressor = suppressors of FUS proteinopathy in yeast | S. cerevisiae FUS-expressing, growth rescue, OD600, 24 h | Potency, µM (doses to about 76.6 µM), for the others: at the highest dose growth rescue (activation), hits mostly activators | actives 0.24% (n = 390,000) | AID 1347120;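 further: plate controls were DMSO vehicle for no effect and reference control for full effect; nearly all actives have a fitted effect of over 55% in size; some results filed as inactive show a strong effect at the top dose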
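Read-out: OD at 600 nm after 24hr at 30C, reporting rescue of FUS-induced yeast toxicity. Cells at OD 0.005 in galactose (2%) minimal medium; compounds tested in a dilution series; CP55940 titration from 92uM final as control.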
Abeta rescue = restores growth of yeast expressing A-beta42 peptide; Potency, µM (top dose mostly 46.1 µM), without a hit: top-dose growth rescue, most hits filed as activators; actives 0.063% (n = 410,000); yeast expressing A-beta42, growth rescue, OD600, 48 h; response scale: 0% DMSO, 100% iron-clioquinol control; further: nearly all actives have a fitted effect of over 55% in size
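Yeast A-beta toxicity model in growth medium with pinned compounds, 48 h at 30 C; growth read as absorbance at 600 nm. Normalized to FeCl3/clioquinol equimolar mix (positive) and DMSO (negative).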
Active calls of the source: *; ? = inconclusive. The call rests on the fitted dose curve; in most records, active means well fitted activation curve with a large enough effect; inconclusive means small, poorly fitted or top-dose-only effect; inactive means no such curve, though single readings can be large or run the other way. Potency means the concentration at half of the fitted maximal effect.

SMILES	FUS suppressor	Abeta rescue
CCOC(=O)c1cccc(NC(=O)Nc2ccc3c(c2)N(C)C(=O)c2ccccc2S3)c1	31%	-2%
COc1ccccc1C(=O)NCCn1cc(SCc2ccccc2Cl)c2ccccc21	?	0%
Cc1ccc(Cl)cc1NC(=O)C1CCN(c2nc3ccccc3n3cccc23)CC1	9%	-13%
COc1cccc(NC(=O)c2oc3ccccc3c2NC(=O)c2ccc(OC(C)C)cc2)c1	33%	-7%
O=C(CSC1=Nc2ccccc2N=C(c2ccc(F)cc2)C1)NCc1ccccc1Cl	20%	1%
CC(C)CC(=O)Nc1cc(-c2ccccc2F)nn1-c1ccccc1	2%	1%
Fc1ccccc1N1CCN(c2ncc3c(n2)CCN(Cc2cc(Br)cs2)C3)CC1	-13%	-8%
Cc1c(Cl)cccc1NC(=O)CSc1nc(=O)[nH]c2c1CCCC2	25%	-4%
Oc1c(C(c2ccc(F)cc2)N2CCN(Cc3ccccc3)CC2)sc2nc(-c3ccco3)nn12 (centres undefined)	9%	-3%
Cc1cc(C)cc(OCC(=O)Nc2cccc3cccnc23)c1	-15%	-8%
CCOC(=O)C1CCCN(S(=O)(=O)c2cc3c(cc2C)NC(=O)CO3)C1 (centres undefined)	12%	-15%
COc1ccc(-c2noc(CSc3nnc(Cc4ccccc4)n3-c3cccc(C)c3)n2)cc1	?	1%
CCOc1ccc(Cn2c(CNS(=O)(=O)c3ccc(C(C)(C)C)cc3)nc3cccnc32)cc1	4%	9%
CCSc1nc2c([nH]c3ccccc32)c(=O)n1CC	35%	-3%
CCOC(=O)c1ccc(NC(=O)CCCc2nc(-c3ccccc3Cl)no2)cc1	39%	28%
NS(=O)(=O)c1ccc(CCNC(=O)Cn2c(=O)c3cccn3c3ccc(F)cc32)cc1	10%	-16%
COc1ccc2c(CNC3CCCCCC3)c(C(=O)O)n(Cc3cccc(F)c3)c2c1	-16%	-8%
COc1ccc(Cl)cc1Nc1ncnc2c1c(-c1ccccc1)cn2-c1ccccc1	-7%	-15%
CCN(CC)C(=O)CSc1nc2c(c(=O)n(C)c(=O)n2C)n1Cc1ccccc1	13%	-5%
COC(=O)c1ccc(NC(=O)CCc2c(C)nc3c(c(C)nn3C(C)(C)C)c2C)cc1	7%	-6%
Cc1ccc2cc(CN(C)C(=O)c3cccc(Cl)c3)c(=O)[nH]c2c1	-6%	1%
Cc1cc(C)cc(NC(=O)C(Cc2ccccc2)NS(=O)(=O)c2ccc3c(c2)c(=O)n(C)c(=O)n3C)c1 (centres undefined)	-12%	-13%
O=S(=O)(NCCc1nnc2ccc(SCc3cccc(Cl)c3)nn12)c1ccccc1	37%	4%
Cc1ccc(Cl)cc1N1CCN(C(=O)C2CCN(S(=O)(=O)c3c(C)noc3/C=C/c3ccccc3F)CC2)CC1	-7%	1%
CCCc1cc(=O)oc2c(C)c3c(cc12)CN(CCc1ccc(Cl)cc1)CO3	-9%	8%

Gathered by group, those above with an NH in an aromatic ring.
SMILES	FUS suppressor	Abeta rescue
Cc1c(Cl)cccc1NC(=O)CSc1nc(=O)[nH]c2c1CCCC2	25%	-4%
CCSc1nc2c([nH]c3ccccc32)c(=O)n1CC	35%	-3%
Cc1ccc2cc(CN(C)C(=O)c3cccc(Cl)c3)c(=O)[nH]c2c1	-6%	1%

The main list resumes, starting seven compounds before the break.
SMILES	FUS suppressor	Abeta rescue
CCN(CC)C(=O)CSc1nc2c(c(=O)n(C)c(=O)n2C)n1Cc1ccccc1	13%	-5%
COC(=O)c1ccc(NC(=O)CCc2c(C)nc3c(c(C)nn3C(C)(C)C)c2C)cc1	7%	-6%
Cc1ccc2cc(CN(C)C(=O)c3cccc(Cl)c3)c(=O)[nH]c2c1	-6%	1%
Cc1cc(C)cc(NC(=O)C(Cc2ccccc2)NS(=O)(=O)c2ccc3c(c2)c(=O)n(C)c(=O)n3C)c1 (centres undefined)	-12%	-13%
O=S(=O)(NCCc1nnc2ccc(SCc3cccc(Cl)c3)nn12)c1ccccc1	37%	4%
Cc1ccc(Cl)cc1N1CCN(C(=O)C2CCN(S(=O)(=O)c3c(C)noc3/C=C/c3ccccc3F)CC2)CC1	-7%	1%
CCCc1cc(=O)oc2c(C)c3c(cc12)CN(CCc1ccc(Cl)cc1)CO3	-9%	8%
CC(=O)N1CCC(N(C(=O)Nc2ccc(C)c(F)c2)C(C)C)CC1	-26%	3%
COc1cccc(Cn2c(C)c(CNCc3ccccc3Cl)c(C(=O)O)c2C)c1	-6%	9%
CC1CCN(C(=O)CSc2nc3c([nH]c4ccccc43)c(=O)n2-c2ccccc2)CC1	8%	-9%
Cc1ccc(S(=O)(=O)c2nc(-c3ccc(F)cc3)oc2N2CCN(c3ccccc3)CC2)cc1	-15%	7%
CCOc1ccc(NS(=O)(=O)c2ccc3[nH]c4c(c3c2)CCCCC4)cc1	19%	-6%
Cc1cc(C)cc(NC(=O)C(=O)NCC(c2cccnc2)N2CCOCC2)c1 (centres undefined)	-7%	-8%
CCOC(=O)c1ccc(NC(=O)C2CCN(S(=O)(=O)Cc3ccccc3)CC2)cc1	1%	-12%
COc1ccc(NC(=O)c2ccco2)cc1NC(=O)COc1cccc(C)c1C	-25%	1%
CCCCNC(=O)CCCN1C(=O)CCn2nc(-c3cccn3C)cc21	2%	8%
CCC1=C(c2ccc(C)cc2)S(=O)(=O)N=C1N1CCC(C(=O)N2CCCCC2)CC1	18%	-5%
COC(=O)c1cnn(-c2ccc(C(=O)Nc3cc(OC)c(OC)c(OC)c3)cc2)c1N	2%	15%
Cc1cccc(N(CC(=O)NC(C)c2ccccc2)S(=O)(=O)c2ccccc2)c1C (centres undefined)	?	?
COc1cccc(Cn2c(CNC(=O)C(C)C)nc3cccnc32)c1	-6%	-7%
COc1ccc(CCNC(=O)c2ccc3c(c2)ncn3-c2ccc(C(C)C)cc2)cc1OC	?	-19%
COc1ccc(OC)c(CCNc2nccn(-c3ccc(C)c(C)c3)c2=O)c1	37%	-15%
Cc1ccc(S(=O)(=O)NCCc2cn3ccsc3n2)c(C)c1	9%	-5%
Cc1ccc(C(=O)CC2(O)C(=O)N(Cc3ccccc3F)c3ccccc32)cc1 (centres undefined)	-10%	2%
CCC(Sc1nc2nccnc2c(=O)n1Cc1ccc(C)cc1)C(=O)NC1CCCCC1 (centres undefined)	-4%	-7%
CCOc1cccc(CC(=O)N2CCc3c([nH]c4ccccc34)C2c2ccc(C)cc2)c1OCC (centres undefined)	43%	-3%
Fc1ccc2c(c1)NC(c1ccncc1)=NC(c1cccs1)=N2	19%	-8%
CC(=O)Nc1ccc(NC(=O)c2c(C)nn(-c3ccccc3)c2-n2cccc2)cc1	24%	-6%
Cc1cc2nc(-c3cccc(NC(=O)CSc4ccc(Cl)cc4)c3)oc2cc1C	-17%	14%
COc1ccc(NC(=O)CN2C(=O)CCn3nc(-c4cccn4C)cc32)cc1	39%	3%
Cn1nnnc1SCCCNCc1cccc(OCc2ccccc2)c1	-21%	0%
Cc1csc2nc(COC(=O)c3ccccc3NC(=O)c3cccc(Br)c3)cc(=O)n12	4%	-5%
SMILES	FUS suppressor	Abeta rescue
Cc1ccc(-c2nnc(Nc3ccccc3)c3ccccc23)cc1S(=O)(=O)N1CCOCC1	9%	-17%
CCc1cccc(NC(=O)C2Cc3ccccc3N2C(=O)c2ccccc2)c1 (centres undefined)	-21%	-11%
Cc1nn2c(C)c(C(=O)NCCc3ccccc3)cnc2c1-c1ccccc1	42%	-14%
COc1ccc(Cn2ccc3nc(C)c(C(=O)NCc4ccc(C)cc4)cc3c2=O)cc1	?	2%
CCOc1cc(C2CC(=O)Nc3nc(SCc4ccccc4)[nH]c(=O)c32)ccc1O (centres undefined)	-10%	-24%
CC1=C(C(=O)Nc2ccccc2)C(CC(C)C)n2nc(SCc3ccccc3C)nc2N1 (centres undefined)	-20%	3%
O=C(CSc1nnc(-c2ccc(O)cc2)o1)c1ccc(Br)cc1	-5%	-6%
CCOc1ccccc1CNC(=O)CSc1n[nH]c(-c2ccccc2)n1	0%	-7%
Cc1ccc2c(c1)-c1c(cnc3cc(-c4ccc(F)cc4)nn13)CO2	27%	-3%
COc1ccc(Cl)cc1NC(=O)CSc1c2c(nc3ccccc13)CCC2	6%	-4%
CCN(CCCNC(=O)CSc1cc(=O)n(C)c2cc(Cl)ccc12)c1cccc(C)c1	?	-15%
COc1ccc(OCC2c3cc(OC)c(OC)cc3CCN2C(=O)c2ccc(F)cc2)cc1 (centres undefined)	?	-12%
COc1ccccc1NC(=O)N1CCN(c2nnc(C)c3c(C)n(-c4ccccc4)nc23)CC1	0%	-11%
COc1ccc(-c2nnc(SCC(=O)N(C)C3CCCCC3)o2)cc1OC	3%	-13%
COc1ccccc1N1CCN(C(=O)c2nc(SC)ncc2Cl)CC1	19%	3%
Cc1ccc(SCc2nc(-c3ccc(C(=O)NCC(C)c4ccccc4)cc3)oc2C)cc1 (centres undefined)	27%	-9%
Cc1ccc(-n2c(=O)c3c(c4cc(C)ccc4n3C)n(CC(=O)Nc3c(C)cccc3C)c2=O)cc1	-4%	-21%
CC(C)(C)OC(=O)N1CCC(c2c(C(=O)N3CCc4ccccc4C3)cnn2-c2ccc(F)cc2)CC1	6%	-1%
CCCCN(C)CCCNC(=O)c1cc(-c2ccc(Br)s2)nc2ccccc12	-3%	-13%
O=C(Cn1c(=O)n(-c2ccc(F)c(Cl)c2)c(=O)c2sc3ccccc3c21)NC1CCCC1	-32%	-5%
O=C(NCc1ccc(Cl)cc1)c1cnc2sc(N3CCOCC3)nn2c1=O	-11%	-3%
CCn1nc(C)c2c(-c3ccccc3)cc(=O)n(C(C)C(=O)NCCc3ccccc3)c21 (centres undefined)	25%	-7%
COc1ccc(Cl)cc1NC(=O)CSc1nc(=O)[nH]c2c1CCC2	-1%	-2%
Cc1ccc(NC(=O)C(Cc2ccccc2)NS(=O)(=O)c2ccc3c(c2)oc(=O)n3C)cc1C (centres undefined)	14%	-1%
Cc1ccc(NC(=O)c2cnc(SCC(=O)N3CCCc4ccccc43)n(C)c2=O)cc1	-1%	9%

Reformatted in markdown: entries from further up.
| SMILES | FUS suppressor | Abeta rescue |
| --- | --- | --- |
| COc1ccccc1NC(=O)N1CCN(c2nnc(C)c3c(C)n(-c4ccccc4)nc23)CC1 | 0% | -11% |
| COc1ccc(Cl)cc1NC(=O)CSc1c2c(nc3ccccc13)CCC2 | 6% | -4% |

(further entries)
SMILES	FUS suppressor	Abeta rescue
CCc1nn(CC(=O)Nc2ccc(C)c(F)c2)c(=O)c2cc3cc(C)ccc3n12	0%	-5%
CCOC(=O)c1cc(-c2ccccc2)n(-c2cccc(C(=O)Nc3cccc(C)c3)c2)c1C	?	-18%
CCN(CC)c1nc2ccccc2nc1C(=O)Nc1cc(OC)c(OC)c(OC)c1	?	-1%
O=C(NCc1ccccc1)c1nnc(Cc2cccc(F)c2)o1	-5%	-26%
CCOC(=O)c1cc(-c2ccccc2)n(-c2cccc(C(=O)Nc3cccc(C(C)=O)c3)c2)c1C	?	-7%
COC(=O)c1ccccc1NC(=O)c1sc2nc(C)cc(C)c2c1NC(=O)c1ccccc1OC	-5%	-17%
CCc1sc(Nc2cccc(C)c2)nc1-c1cc2cccc(OC)c2oc1=O	?	-1%
CCCN(CCC)C(=O)Cn1c(=O)n(-c2ccc(OC)cc2OC)c(=O)c2c3c(sc21)CCC3	31%	1%
CCOc1ccccc1NC(=O)C(=O)NCCc1sc(-c2cccc(F)c2)nc1C	-22%	-6%
COc1ccccc1CCNC(=O)Cn1ccc2cc(S(=O)(=O)N3CCCCCC3)ccc21	2%	-17%
CCOC(=O)c1cccc(NC(=O)CSc2cc(=O)n(C)c3ccccc23)c1	-3%	2%
O=C(/C=C\c1ccc2c(c1)OCO2)NC1CC(=O)N(c2ccccc2)C1 (centres undefined)	13%	-18%
CC(C)(C)c1ccc(OCC(=O)Nc2ccc(S(=O)(=O)Nc3ncccn3)cc2)cc1	-18%	-10%
COc1ccc(NC(=O)C2=C(C)Nc3nc(SCc4ccc(Cl)cc4)nn3C2c2cccc(OC)c2OC)cc1 (centres undefined)	-15%	1%
CCCc1nn2c(=O)cc(COC(=O)c3ccco3)nc2s1	-2%	-16%
Cc1cccc(NC(=O)c2sc(-n3nc(C)c(Cc4ccc5c(c4)OCO5)c3C)nc2C)c1C	-11%	-3%
Cc1cccc(N2CCN(C(=O)CCSCc3ccccc3F)CC2)c1C	?	14%
COc1ccc(NCc2cc3ccc(OC)cc3n(CC(=O)Nc3cc(Cl)ccc3C)c2=O)cc1	21%	3%
CCOC(=O)C1CCN(C(c2ccc(OCC)cc2)c2c(O)cc(C)n(CCOC)c2=O)CC1 (centres undefined)	30%	3%
O=C(NCc1cccs1)c1ccc2c(=O)n3nc(Nc4ccccc4)sc3nc2c1	14%	-16%
CCOc1ccc(NC(=O)NCCn2nnc3cc(S(=O)(=O)N(C)C)ccc32)cc1	33%	-13%
Cc1cccc(-n2ncc(C(=O)Nc3ccc4c(c3)OCO4)c2C2CCN(C(=O)OC(C)(C)C)CC2)c1	?	-15%
Fc1ccc(-c2nc3c4c(-c5ccccc5)c(-c5ccccc5)oc4ncn3n2)cc1	5%	-23%
COCC(=O)Oc1c(Sc2ccc(C)cc2)c(C)nn1C(C)(C)C	26%	-31%
CCOc1ccc(NC(=O)CN(c2ccccc2OCC)S(=O)(=O)c2ccccc2)cc1	24%	6%
CCc1ccc(CNC(=O)c2cnc3sc(N4CCOCC4)nn3c2=O)cc1	3%	-8%
CC(C)N(C(=O)Cn1cc(S(=O)(=O)Cc2ccc(C(F)(F)F)cc2)c2ccccc21)C(C)C	22%	6%

Some of the compounds tested (hit frequency here may not be typical).
